Bioassay records from PubChem BioAssay.
3CLpro inhibitor: SARS-CoV 3CLpro protease inhibition | actives 0.14% (n = 290,000) | P0C6X7 | recombinant SARS-CoV 3CLpro, quenched FRET peptide cleavage | inhibition, % at 6 µM; in the data active = inhibition above about 12%
TcdB inh: TcdB glycohydrolase inhibition. P18177. TcdB glycohydrolase enzymatic assay, plate reader. inhibition, % at 9.99 µM. actives 0.24% (n = 350,000). AID 652162; in the data active = inhibition above about 10%
Target sequence (P18177 whole entry, looked up): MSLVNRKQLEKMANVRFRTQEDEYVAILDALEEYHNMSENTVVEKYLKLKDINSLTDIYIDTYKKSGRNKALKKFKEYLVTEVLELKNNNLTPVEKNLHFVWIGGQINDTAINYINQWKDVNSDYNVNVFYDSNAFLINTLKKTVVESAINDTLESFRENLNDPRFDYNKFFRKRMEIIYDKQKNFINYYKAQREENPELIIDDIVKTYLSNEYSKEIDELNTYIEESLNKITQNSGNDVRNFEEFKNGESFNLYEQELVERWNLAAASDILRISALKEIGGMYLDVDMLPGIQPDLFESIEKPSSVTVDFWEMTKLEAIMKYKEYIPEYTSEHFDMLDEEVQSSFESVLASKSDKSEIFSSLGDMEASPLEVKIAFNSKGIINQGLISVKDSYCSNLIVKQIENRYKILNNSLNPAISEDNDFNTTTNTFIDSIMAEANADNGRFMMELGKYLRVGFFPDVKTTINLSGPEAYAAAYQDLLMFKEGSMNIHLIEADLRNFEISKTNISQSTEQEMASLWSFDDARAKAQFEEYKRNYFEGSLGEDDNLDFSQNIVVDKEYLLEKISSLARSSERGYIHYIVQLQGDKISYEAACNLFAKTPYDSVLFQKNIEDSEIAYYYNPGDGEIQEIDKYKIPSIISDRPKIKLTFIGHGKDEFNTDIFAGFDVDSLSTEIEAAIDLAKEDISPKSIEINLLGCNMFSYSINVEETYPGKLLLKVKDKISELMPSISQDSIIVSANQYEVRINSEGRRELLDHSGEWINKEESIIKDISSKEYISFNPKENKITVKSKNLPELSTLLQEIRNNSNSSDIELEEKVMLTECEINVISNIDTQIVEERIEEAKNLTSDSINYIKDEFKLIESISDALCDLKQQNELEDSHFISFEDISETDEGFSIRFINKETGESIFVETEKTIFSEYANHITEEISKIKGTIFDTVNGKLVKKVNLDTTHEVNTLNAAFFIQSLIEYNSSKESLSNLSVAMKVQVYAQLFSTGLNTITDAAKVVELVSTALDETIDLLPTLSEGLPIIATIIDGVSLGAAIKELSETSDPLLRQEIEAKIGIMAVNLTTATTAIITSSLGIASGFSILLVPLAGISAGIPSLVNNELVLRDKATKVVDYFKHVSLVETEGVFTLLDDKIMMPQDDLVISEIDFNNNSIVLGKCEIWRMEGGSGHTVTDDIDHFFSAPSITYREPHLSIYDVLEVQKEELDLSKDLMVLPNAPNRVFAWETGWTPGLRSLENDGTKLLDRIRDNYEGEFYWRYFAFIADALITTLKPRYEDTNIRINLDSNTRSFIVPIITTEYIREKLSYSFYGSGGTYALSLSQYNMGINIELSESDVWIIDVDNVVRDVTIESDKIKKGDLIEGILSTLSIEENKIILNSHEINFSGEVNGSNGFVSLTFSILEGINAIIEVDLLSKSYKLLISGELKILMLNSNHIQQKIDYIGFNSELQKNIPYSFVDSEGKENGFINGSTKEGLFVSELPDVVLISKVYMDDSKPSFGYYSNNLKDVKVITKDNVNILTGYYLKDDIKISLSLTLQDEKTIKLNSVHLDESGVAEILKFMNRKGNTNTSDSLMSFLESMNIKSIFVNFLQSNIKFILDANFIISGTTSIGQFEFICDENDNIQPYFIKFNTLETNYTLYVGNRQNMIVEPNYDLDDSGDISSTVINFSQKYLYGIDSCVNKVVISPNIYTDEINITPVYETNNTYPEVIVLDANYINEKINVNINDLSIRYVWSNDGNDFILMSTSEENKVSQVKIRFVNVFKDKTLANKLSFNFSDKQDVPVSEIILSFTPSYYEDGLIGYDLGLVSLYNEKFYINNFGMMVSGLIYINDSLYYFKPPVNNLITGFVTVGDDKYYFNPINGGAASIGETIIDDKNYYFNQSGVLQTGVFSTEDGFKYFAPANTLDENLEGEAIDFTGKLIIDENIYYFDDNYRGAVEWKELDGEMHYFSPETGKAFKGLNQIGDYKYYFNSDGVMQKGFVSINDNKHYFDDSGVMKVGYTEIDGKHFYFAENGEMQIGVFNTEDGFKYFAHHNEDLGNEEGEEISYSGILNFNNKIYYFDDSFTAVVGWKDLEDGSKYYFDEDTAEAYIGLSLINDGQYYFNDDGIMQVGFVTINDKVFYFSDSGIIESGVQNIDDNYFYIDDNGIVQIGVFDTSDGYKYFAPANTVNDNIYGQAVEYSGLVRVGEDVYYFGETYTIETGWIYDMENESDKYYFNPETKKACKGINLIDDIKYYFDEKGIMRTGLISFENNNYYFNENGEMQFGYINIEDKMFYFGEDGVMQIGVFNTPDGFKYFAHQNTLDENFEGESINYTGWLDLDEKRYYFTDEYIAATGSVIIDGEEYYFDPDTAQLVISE
VHR inh abs: inhibitors of human VHR1 phosphatase (DUSP3); P51452; recombinant VHR phosphatase, pNPP absorbance; inhibition, % at 13.3 µM; actives 0.52% (n = 290,000); in the data active = inhibition above about 50%; also: some compounds called inactive have numbers as strong as hits
PriA SSB inh: blocks PriA binding to SSB C-terminal tail; inhibition, % at 33 µM; AlphaScreen SSBct-PriA binding, biotinylated peptide; actives 0.6% (n = 430,000); in the data active = inhibition mostly above about 37%, no sharp cut-off; inactive = mostly below about 20%;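 also: plate controls were negative control peptide for no effect and reference peptide for full effect; strong numbers were not always called active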
BH1578 lux ind: quorum light induction in luxS cqsA deficient V. cholerae; V. cholerae BH1578 lux reporter, luminescence, 6 h; activation, % at 18.7 µM; actives 0.16% (n = 350,000); AID 588436; in the data active = activation mostly above about 9.7%, no sharp cut-off; also: not every result past the cut was called active; inactives centre near 0; reference of the scale not given here
Y pestis TopoI: blocks Yersinia pestis topoisomerase I activity. actives 0.064% (n = 360,000). Y. pestis Topo-I cleavage product accumulation, plate reader. activity, % at 10 µM; in the data active = activity above about 50%, passing the limit was not always enough; also: inactives centre near 2
PfHsp40 rescue: compounds rescuing yeast from Plasmodium falciparum HSP40 toxicity | growth rescue, % at 12.5 µM | actives 0.68% (n = 340,000) | S. cerevisiae expressing PfHsp40, growth rescue, ATP luminescence | AID 504582; in the data active = growth rescue above about 28%, passing the limit was not always enough;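 also: yeast W303a lacking pdr1 and pdr3 grown in galactose medium; growth measured after three days at 30 °C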
BoNT-A LC inh2: BoNT A light chain protease inhibition | multiplex microsphere protease substrate cleavage, flow cytometry | inhibition, % at 10 µM | actives 0.17% (n = 360,000); also: plate controls were buffer without enzyme for full effect and enzyme alone for no effect
CCHFV vOTU inh: blocks the CCHF virus ovarian tumor domain protease. CCHFV vOTU protease, Pep-AMC fluorescence. inhibition, % at 11.5 µM. actives 0.55% (n = 370,000); in the data active = inhibition above about 30%; also: 0% = vehicle wells with enzyme and 100% = no enzyme wells
Anthrax LF inh2: inhibitors of Bacillus anthracis lethal factor protease. AID 588501. actives 0.12% (n = 360,000). multiplex microsphere protease cleavage assay, LF. inhibition, % at 10 µM. P15917; also: plate controls were buffer without enzyme for full effect and enzyme alone for no effect
The depositor's hits bear a star; i = inactive; . = no result given; & = joins results of further samples. Rule as the data show it, unless noted: active = inhibition above about 30%; inconclusive = no clear call, values can overlap the other calls; inactive = below that. Some of the compounds tested. The share of hits here may be higher or lower than overall.

SMILES	3CLpro inhibitor	TcdB inh	VHR inh abs	PriA SSB inh	BH1578 lux ind	Y pestis TopoI	PfHsp40 rescue	BoNT-A LC inh2	CCHFV vOTU inh	Anthrax LF inh2
O=C(NCc1ccccn1)C1CCN(S(=O)(=O)c2cc(Cl)ccc2Cl)CC1	4	0.7	3	-7	-0.4	-10	-1.4	0.2	-3	2
O=C(Cc1ccccc1)NCc1nc2ccccc2[nH]1	4	.	.	-14	-0.7	-4	-1.4	-0.4	-3	0
CCc1onc(C)c1C(=O)Nc1ccc2c(c1)OCO2	2	0.5	-5	-5	-0.9	3	0.0	-0.5	8	-8
COc1ccc(CCN2CC(C(=O)N(C)CC(=O)Nc3cccc(F)c3)CC2=O)cc1OC (stereo not given)	-4	0.4	24	-9	-0.1	1	0.8	0.5	17	3
COc1ccc2c(c1)OC(=O)CC2c1ccccc1OC (stereo not given)	.	2.3	.	-11	i	9	2.5	-0.3	23	-5
CN(C)CCN(C(=O)c1ccc2ccccc2c1)c1nc2c(F)cccc2s1	4	2.8	2	29	i	4	0.2	-2.5	2	-3
Cc1nnc(SCC2=C(C(=O)O)N3C(=O)C(NC(=O)Cn4nc(C(F)F)cc4C)C3SC2)s1 (stereo not given)	-2	0.2	12	-4	0.7	6	-1.4	-1.7	-15	-3
Cc1ccccc1-c1cc(C(=O)O)n(CC2CC(c3cccnc3)=NO2)n1 (stereo not given)	.	0.3	.	-10	-0.4	-14	0.8	0.2	5	-4
Cc1c(NC(=O)CCc2ccc(S(=O)(=O)N3CCOCC3)cc2)c(=O)n(-c2ccccc2)n1C	.	1.4	.	-3	-0.4	3	-0.1	-0.1	-6	-3
CN(C)S(=O)(=O)c1cccc(NC(=O)COC(=O)c2ccc([N+](=O)[O-])o2)c1	1	.	-6	-4	-0.2	-2	-0.8	-0.7	15	1
CCOc1ccc(C(=O)N/N=C(/C)C2C(=O)c3ccccc3C2=O)cc1	0	-3.1	7	.	-0.2	1	-2.6	0.5	-8	-1
CCC1CCc2sc(C(=O)NCC(c3ccc(OC)cc3)N3CCOCC3)cc2C1 (stereo not given)	.	0.9	.	-11	i	35	1.3	2.0	12	-2
O=C(CSc1nnc(-c2ccccc2)n1Cc1ccco1)NCc1ccc2c(c1)OCO2	0	.	6	-2	-12	21	0.5	-0.8	-8	0
COc1ccc(OC)c(C2NC(=S)NC3=C2N2CCC3CC2)c1 (stereo not given)	-7	-0.2	18	8	-0.4	-7	-1.0	-0.4	-3	-1
CC(=O)Nc1ccc(NC(=O)[C@@H](NC(=O)N2C[C@H]3C[C@@H](C2)c2cccc(=O)n2C3)C(C)C)cc1	-4	0.8	25	.	-0.6	1	-1.3	0.4	-8	2
Cc1ccccc1-n1c(C)nc2ccsc2c1=O	.	0.9	.	8	-0.9	11	-0.8	0.6	5	8
O=C(COC(=O)C12CC3CC(CC(C3)C1)C2)NNC(=O)c1ccccc1	.	0.5	.	-13	i	5	0.9	1.9	2	9
CCOC(=O)c1ccc(S(=O)(=O)NNC(=O)c2ccc3c(c2)nc(C)n3CC)cc1	1	-4.1	18	-5	i	1	1.1	-0.4	1	-4
CC(C)n1c(SCC(=O)N2CCCCC2)nc2c1c(=O)n(C)c(=O)n2C	2	1.5	26	-17	-0.3	1	0.2	-0.3	-19	15
COc1ccc(S(=O)(=O)N2CCOCC2)cc1NC(=O)CN(C)CC(=O)Nc1cccc(F)c1	.	0.1	.	-3	2.7	11	0.9	-0.6	-6	-6
Cc1cc(=O)[nH]c(SCC(=O)Nc2ccc(C)c(S(=O)(=O)N3CCCCC3)c2)n1	-2	0.0	15	3	-0.5	11	-1.6	-7.8	19	13
COCC(C)NC(C(=O)Nc1cccc(C(C)=O)c1)c1ccccc1 (stereo not given)	-1	0.7	13	-11	-0.6	5	0.4	0.0	-5	-2
Clc1ccc(-c2nc3ccccn3c2CN2CCCCC2)cc1	-1	1.2	26	2	-0.3	6	-2.3	-0.3	7	2
CCCc1nn2c(=O)cc(CSCC(=O)Nc3cccc(OC)c3)nc2s1	6	0.1	4	0	-0.3	-6	-1.6	-1.3	10	2
COc1cc(NC(=O)Cc2ccccc2)cc(OC)c1	1	.	32	-3	.	4	1.2	1.7	0	4

Reprinted from the part before: two compounds, followed by the next part.
SMILES	3CLpro inhibitor	TcdB inh	VHR inh abs	PriA SSB inh	BH1578 lux ind	Y pestis TopoI	PfHsp40 rescue	BoNT-A LC inh2	CCHFV vOTU inh	Anthrax LF inh2
CCCc1nn2c(=O)cc(CSCC(=O)Nc3cccc(OC)c3)nc2s1	6	0.1	4	0	-0.3	-6	-1.6	-1.3	10	2
COc1cc(NC(=O)Cc2ccccc2)cc(OC)c1	1	.	32	-3	.	4	1.2	1.7	0	4
COc1cc(CCC(=O)OCC(=O)N(CC(C)C)C2CCS(=O)(=O)C2)cc(OC)c1OC (stereo not given)	.	-0.1	.	2	-1.8	-14	1.4	-3.1	2	-4
COc1ccc(NC(=O)CNC(=O)Cc2ccccc2)cc1	-3	-1.9	2	-1	i	5	0.2	-2.2	-50	-2
CC(C)n1nc(C(=O)OCC(=O)c2c[nH]c3ccccc23)c2ccccc2c1=O	6	.	0	-3	-1.0	0	-0.8	4.6	-3	-7
O=C(COC(=O)c1cnccn1)NCCc1ccccc1	2	.	8	-10	.	5	0.0	0.4	-6	-14
CCS(=O)(=O)c1ccc2c(c1)N(S(C)(=O)=O)CC(C(=O)NN)O2 (stereo not given)	3	0.4	28	-4	-0.8	-1	-2.0	0.4	5	-4
Cc1ccc(S(=O)(=O)N2[C@@H](c3ccc(Br)cc3)C(C(=O)O)=C[C@H]2C(C)(C)C)cc1	.	-0.5	.	1	-2.8	4	3.6	0.2	14	-2
CCOC(=O)C[C@H]1c2ccccc2S(=O)(=O)N1C1CC1	.	1.1	.	-23	-0.7	3	-0.4	0.2	2	4
CC(C)Cn1c(CN2CCN(c3ccccc3F)CC2)nc2c1c(=O)[nH]c(=O)n2C	-2	0.7	25	-9	-0.3	4	0.5	-0.7	-7	-3
CN(C)C(=O)Cn1nc(-c2ccccc2)c2ccccc2c1=O	0	.	33	-15	5.9	6	-0.1	0.4	1	0
CCOc1ccc(CNc2ccc(CNc3ncn[nH]3)cc2)cc1	-2	-0.3	11	-1	i	-4	3.8	-0.4	-2	-5
Cc1cccc(NNC(=O)C(=O)NNc2cccc(C)c2)c1	10	5.4	5	-1	-0.6	9	-0.3	.	-2	.
COc1ccccc1NS(=O)(=O)c1ccc(C)c(C(=O)NCC(c2cccs2)N2CCOCC2)c1 (stereo not given)	.	-8.8	.	4	i	18	-1.4	.	8	.
COCCNC(=O)C1CCC(CNS(=O)(=O)c2ccccc2)CC1 (stereo not given)	0	0.5	7	-12	i	-3	-1.0	-3.4	-10	6
O=C1C2C(C(=O)N1/N=C/c1cccc([N+](=O)[O-])c1)C1C=CC2C12CC2 (stereo not given)	5	-3.5	2	.	-0.2	-4	0.7	0.2	3	0
Cc1ccc(C)c2c1[nH]c1ccc([N+](=O)[O-])cc12	2	.	-2	-10	-7.7	-34	2.4	2.2	17	-3
COCCCNC(=O)CCc1c(C)nc2c(-c3ccc(F)cc3)c(C)nn2c1C	4	0.5	10	-13	-0.6	5	0.5	-0.5	-7	1
CCN1CCC(O)(C(C(=O)O)c2ccccc2)CC1 (stereo not given)	.	-1.3	.	-18	-0.8	-5	0.7	0.2	4	2
CCOC(=O)C1(CCc2ccccc2)CCN(Cc2cccc3cnccc23)CC1	6	-0.4	17	-9	-0.5	44	0.4	-0.5	17	-2
N#Cc1c(-c2ccc3c(c2)OCO3)csc1N	3	.	21	-14	-5.4	4	-0.2	0.1	10	-1
COc1ccc(/C(N)=N/OC(=O)CN(C)S(=O)(=O)c2ccc(C)cc2)cc1	-1	1.9	-4	.	i	-1	3.8	1.6	-9	4
Cc1ccc(C(=O)COC(=O)COc2ccccc2C)cc1	-4	0.1	22	-6	-0.1	11	-1.5	-1.9	4	0
O=C(O)c1ccc(N2CC3CC(C2)c2cccc(=O)n2C3)c(NS(=O)(=O)c2cccc(C(F)(F)F)c2)c1 (stereo not given)	2	1.1	21	-5	i	-11	-1.1	-0.3	0	4
CCCN(Cc1cc2ccc(C)cc2[nH]c1=O)C(=O)c1cccnc1	4	.	0	-13	-10	1	1.9	2.5	4	3
COc1ccc(S(=O)(=O)N2CCN(C)CC2)cc1Br	-7	.	23	-12	i	-8	-0.8	0.2	-8	-6
O=C(N/N=C/c1sc(=O)n(-c2ccccc2)c1Cl)c1ccncc1	2	0.1	4	.	i	-5	-0.5	1.6	22	1
Further entries.
SMILES	3CLpro inhibitor	TcdB inh	VHR inh abs	PriA SSB inh	BH1578 lux ind	Y pestis TopoI	PfHsp40 rescue	BoNT-A LC inh2	CCHFV vOTU inh	Anthrax LF inh2
COc1ccc(/C=N/NC(=O)c2ccc3c(c2)OCCO3)c(OC)c1	2	0.6	10	.	-0.4	0	-0.8	1.3	5	-2
COc1ccc(C(CC(=O)Nc2cc(C)ccn2)N2Cc3ccccc3C2=O)cc1 (stereo not given)	-1	0.9	-3	-3	-0.6	5	0.0	5.7	-10	6
O=C(c1cccnc1Cl)N1CCOCC1	3	-0.1	-3	-42	i	4	-0.8	0.1	6	-5
CCn1nnnc1SCC(=O)Nc1nc2ccccc2s1	-2	-0.8	15	-9	-0.2	-11	0.8	-1.0	0	0
O=C(Nc1ccc(Cl)cc1)c1cc2c(cc1O)[nH]c1ccccc12	6	-1.1	-4	3	-0.8	-1	24	0.5	1	9
COc1cccc(CNC(=O)Cn2ccc3cc(S(=O)(=O)N4CCCC4)ccc32)c1	-3	-3.9	18	6	-0.3	3	-1.2	-0.8	1	0
CCOC(=O)N1c2ccccc2C=CC1OCC (stereo not given)	0	.	-3	.	i	.	1.3	.	.	.
Nc1nnc(SCC(=O)N2CCCCC2)s1	-7	1.2	5	-3	i	3	-0.6	4.0	-6	0
COc1ccc(OC)c2[nH]c(=O)c(CCNC(=O)C(=O)c3c[nH]c4ccccc34)cc12	0	-0.4	22	11&-5	i	12	-0.4	-1.5	-5	-1
Cc1ccc2c(c1)C1CN(C)CCC1N2C(=O)Nc1cccc(C(F)(F)F)c1 (stereo not given)	8	.	35	-22	-0.7	-27	-0.3	-0.2	-2	0
O=S(=O)(CC(CN1CCCCC1)N1CCCCC1)c1ccccc1 (stereo not given)	1	0.8	4	-9	-0.1	1	-0.8	0.0	8	1
O=C1NN(c2cccc(Br)c2)C(=O)/C1=C\c1ccc(N2CCOCC2)cc1	1	.	53*	-4	0.6	-7	-0.7	-1.3	.	-2
O=c1c(Cl)cc(Cl)nn1-c1ccccc1	0	-0.6	10	7	i	0	0.3	-0.6	11	-1
COc1cccc(NC(=O)c2ccccc2NC(=O)c2ccncc2)c1	.	-0.4	.	1	-0.4	-5	-2.0	0.2	-7	6
Cc1ccc(S(=O)(=O)N2CC3(O)CN(C(=O)OC(C)C)N(C(=O)OC(C)C)CC3(OC(=O)NCc3ccccc3)C2)cc1 (stereo not given)	.	4.5	.	.	0.4	15	.	-0.2	17	3
Cc1nc(N2CCN(C)CC2)c2c(C)c(C(=O)Nc3ccc(C)c(F)c3)sc2n1	-3	.	24	3	i	13	-0.1	-0.4	16	-5
Cc1cc(C)n2nc(SCc3nnc(-c4ccccc4Br)o3)nc2n1	0	-0.9	18	3	i	7	0.3	0.7	-7	4
O=c1[nH]c(=O)n(C2C[C@H](O)[C@@H](CO)O2)cc1C(F)(F)F (stereo not given in full)	.	0.9	.	-1	i	0	-1.3	0.1	3	4

As entered above.
Entry of O=C1NN(c2cccc(Br)c2)C(=O)/C1=C\c1ccc(N2CCOCC2)cc1 under PfHsp40 rescue: -0.7
Entry of O=c1[nH]c(=O)n(C2C[C@H](O)[C@@H](CO)O2)cc1C(F)(F)F (stereo not given in full) under PriA SSB inh: -1
